HepG2 tox = qHTS for Inhibitors of TGF-b: Cytotox Counterscreen. actives 0.76% (n = 410,000). HepG2 CAGA-GFP viability, ATP luminescence, 18 h. Potency, µM (doses to about 46.1 µM), inactives show top-dose activity change, negative = cytotoxicity, most hits filed as cytotoxic; further: potency means the concentration at half of the fitted maximal effect; some results filed as inactive show a strong effect at the top dose
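HepG2 CAGA-GFP cells (1000/well, DMEM with 1% FBS) received compound, then TGF-beta at 500 pg/mL final, and were incubated 18 hours at 37 degrees C. Viability was read by CellTiter-Glo luminescence. Media-only wells were set as complete cell-killing and DMSO as no toxicity.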
Nrf2 activator = qHTS of Nrf2 Activators. AREc32 ARE-luciferase reporter (MCF7-derived line), luminescence, 24 h. Potency, µM (series often up to 46.1 µM), inactives show top-dose activation, usual class: activators. actives 0.31% (n = 410,000). AID 624171, 2012; further: potency means the concentration at half of the fitted maximal effect; % of control where 0% means no effect; nearly all actives have a fitted effect of over 65% in size
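ARE-driven firefly luciferase activity in AREc32 cells measured after a 24 hr compound exposure at 37 deg C, using Steady-Glo reagent and a 30 min room-temperature hold.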
A549 viability = Nrf2 qHTS screen for inhibitors: counterscreen for cytotoxicity. AID 504648, 2011. actives 0.16% (n = 390,000). A549 ARE-Fluc cells, CellTiter-Fluor viability, 18-24 h. Potency, µM (series often up to 46 µM), for inactives: top-dose activity change, negative = cytotoxicity, most hits filed as inhibitors; further: potency means the concentration at half of the fitted maximal effect; on the % scale 0 is the no-effect control and ±100 the full control effect
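Cytotoxicity counterscreen: CellTiter-Fluor fluorescence was measured in A549 ARE_Fluc cells after 18-24 h of compound exposure in a concentration series. The subsequent BugLite luminescent read reports ARE-luciferase activity.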
ATXN2 expr inh = Primary qHTS for Inhibitors of ATXN expression; actives 0.72% (n = 360,000); Potency, µM (series often up to 57 µM), inactives show at the highest dose activity change, negative = inhibition, usual class: inhibitors; HEK-293 ATXN2-luciferase reporter, luminescence, 24 h; further: potency means the concentration at half of the fitted maximal effect; on the % scale 0 is the no-effect control and ±100 the full control effect; nearly all actives have a fitted effect of over 55% in size
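ATXN2-luciferase reporter cells (luciferase flanked by upstream and downstream ATXN2 gene portions) were treated 24 h at 37 °C with compounds at up to 57 uM. SteadyGlo luminescence gave expression; GF-AFC fluorescence gave viability.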
IL2 activator = qHTS of IL-2 Activators; IL-2 activation reporter assay, cell-based qHTS; stimulated with anti-CD3/CD4/CD28 beads; in transgenic mouse T cells; actives 0.065% (n = 360,000); activation, % (series mostly up to about 46 µM); AID 652025, 2013; in the data active means activation above about 50%; inconclusive means mostly about 30% to 49%; further: 0% is about no effect
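Unstimulated transgenic mouse T cells; 60-min compound exposure; bead-based TCR/CD4/CD28 stimulation; 18 h culture, 37 degrees C; dual fluorescence (EGFP, DsRed) plate cytometry.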
TGFb inhibitor = qHTS for Inhibitors of TGF-b. Potency, µM (series often up to 46.1 µM), without a hit: top-dose activity, negative = inhibition, most hits filed as inhibitors. HepG2 CAGA-GFP TGF-b/SMAD3 reporter, GFP fluorescence, 18 h; TGF-beta stimulated, 500 pg/mL final. AID 588855, 2011. actives 1.2% (n = 410,000); further: potency means the concentration at half of the fitted maximal effect; on the % scale 0 is the no-effect control and ±100 the full control effect; nearly all actives have a fitted effect of over 65% in size
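TGF-beta reporter screen: HEPG2 CAGA-GFP, 1% FBS, 500 pg/mL TGF-beta final, 18 h; per-cell GFP summed per well; curves fitted and categorized by class.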
Nrf2 block = Nrf2 qHTS screen for inhibitors | A549 ARE-Fluc reporter, luciferase luminescence, 18-24 h | Potency, µM (series often up to 46 µM), for inactives: at the highest dose activity change, negative = inhibition, hits mostly inhibitors | actives 2.1% (n = 360,000) | AID 504444, 2011; further: potency means the concentration at half of the fitted maximal effect; on the % scale 0 is the no-effect control and ±100 the full control effect; nearly all actives have a fitted effect of over 60% in size
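In this cell-based qHTS, ARE-driven firefly luciferase in A549 cells reports Nrf2 activity; the luminescent signal after BugLite lysis is the measured value, with a prior CellTiter-Fluor read for cell health.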
EPAC2 ag = qHTS for Agonist of cAMP-regulated guanine nucleotide exchange factor 4 (EPAC2): primary screen; Rap guanine nucleotide exchange factor 4 (Homo sapiens), Q8WZA2; actives 0.079% (n = 360,000); Potency, µM (series often up to 154 µM), for inactives: top-dose activation, usual class: activators; AID 720711, 2013; EPAC2 activation, biochemical qHTS; response scale: 100% = 6.5 mM cAMP response; further: potency means the concentration at half of the fitted maximal effect; nearly all actives have a fitted effect of over 50% in size
Target sequence (Q8WZA2 whole entry, looked up): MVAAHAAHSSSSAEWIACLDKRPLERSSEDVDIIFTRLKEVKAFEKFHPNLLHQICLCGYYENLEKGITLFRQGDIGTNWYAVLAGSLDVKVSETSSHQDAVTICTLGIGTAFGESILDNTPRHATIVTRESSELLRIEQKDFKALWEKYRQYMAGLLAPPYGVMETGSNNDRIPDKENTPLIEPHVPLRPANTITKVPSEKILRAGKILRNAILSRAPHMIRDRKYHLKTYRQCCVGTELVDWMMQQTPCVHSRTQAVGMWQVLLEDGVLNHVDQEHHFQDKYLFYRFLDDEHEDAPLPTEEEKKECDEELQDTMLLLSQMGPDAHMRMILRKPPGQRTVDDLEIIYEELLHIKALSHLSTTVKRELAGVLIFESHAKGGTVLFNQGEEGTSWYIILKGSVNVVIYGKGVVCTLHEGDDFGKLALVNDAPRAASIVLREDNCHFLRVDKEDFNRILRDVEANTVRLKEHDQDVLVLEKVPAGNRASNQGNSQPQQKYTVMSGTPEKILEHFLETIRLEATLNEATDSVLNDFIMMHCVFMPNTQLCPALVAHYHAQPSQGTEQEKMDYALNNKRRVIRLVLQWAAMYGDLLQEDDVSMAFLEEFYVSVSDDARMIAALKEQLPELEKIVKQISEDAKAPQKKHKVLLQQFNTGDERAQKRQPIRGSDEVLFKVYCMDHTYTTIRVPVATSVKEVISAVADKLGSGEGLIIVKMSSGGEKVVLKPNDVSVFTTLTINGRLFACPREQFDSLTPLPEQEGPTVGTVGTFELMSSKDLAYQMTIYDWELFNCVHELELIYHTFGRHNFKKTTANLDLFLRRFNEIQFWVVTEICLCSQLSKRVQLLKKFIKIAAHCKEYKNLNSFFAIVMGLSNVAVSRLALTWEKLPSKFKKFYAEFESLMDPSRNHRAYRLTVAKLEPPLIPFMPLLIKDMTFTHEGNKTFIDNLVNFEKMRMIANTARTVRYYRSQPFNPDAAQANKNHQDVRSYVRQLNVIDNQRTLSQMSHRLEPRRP
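Nucleotide exchange monitored as fluorescence drop when BODIPY-GDP leaves Rap1B. Reaction: 100 nM EPAC2, 250 nM RAP1B-BODIPY-GDP, 50 uM GDP, room temperature, kinetic read over 30 min. Activity expressed relative to 6.5 mM cAMP.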
ATXN viability = Viability Counterscreen for Primary qHTS for Inhibitors of ATXN expression | S2 cells (HEK-293 line with an ATXN2-luciferase reporter) viability, CellTiter-Fluor protease fluorescence, 24 h | Potency, µM (doses to about 56.7 µM), usual class: cytotoxic | actives 0.49% (n = 400,000); further: potency means the concentration at half of the fitted maximal effect; nearly all actives have a fitted effect of over 40% in size
* marks the source's active call; other numbers are inactive results; i = inactive; ? = inconclusive; nt = not tested or not shown; & = joins results of further samples; [ ] = another dose, or the depositor's remark. Unless noted, the call rests on the fitted dose curve; in most records, active means well fitted curve in the direction sought with a large enough effect; inconclusive means small, poorly fitted or top-dose-only effect, or another doubt; inactive means no such curve, though single readings can be large; an effect the other way counts as inactive or inconclusive.

SMILES	HepG2 tox	Nrf2 activator	A549 viability	ATXN2 expr inh	IL2 activator	TGFb inhibitor	Nrf2 block	EPAC2 ag	ATXN viability
NS(=O)(=O)c1ccc(CCNC(=O)COC(=O)CCc2c[nH]c3ccccc23)cc1	0%	-0.1%	8%	-11%	-0.7	-12%	8%	12%	i
Cc1cc2nc(C3CCCCC3)c(Cc3ccccc3C(F)(F)F)n2c(C)c1Br	nt	1.4%	nt	4%	0.7	nt	nt	14%	?
COCCCn1c(SCC(=O)NC2CCCC2)nnc1-c1ccccc1	-32%	0.0%	0%	12%	-1.1	-20%	6%	6%	i
Cc1c(C(=O)N/N=C/C(C)C)[nH]c2ccc([N+](=O)[O-])cc12	22%	3.4%	-3%	nt	-2.7	-2%	?	2%	i
O=C(O)c1[nH]c2ccccc2c1C(c1cccc(O)c1)c1c(C(=O)O)[nH]c2ccccc12	-8%	-1.0%	3%	-1%	0.8	-12%	4%	5%	i
CCCCCCNCC1OCc2ccccc2CO1	-7%	0.3%	6%	-19%	-5.5	-4%	-2%	2%	i
COc1ccc(N2CCN(C3CCCN(C(=O)CN4CCCC4=O)C3)CC2)cc1 (stereo not drawn)	6%	-0.3%	1%	4%	-4.0	3%	-4%	5%	i
CCOC(=O)c1sc(Nc2nc(OC)cc(OC)n2)nc1C	1%	?	-4%	-22%[11.3 µM]	-0.7	-1%	0%	0%	i
COc1ccc(CC(N)c2csc(Nc3nccc(C(F)(F)F)n3)n2)cc1 (stereo not drawn)	-78%	7.2%	nt	?	-0.7	?	nt	-6%	i
Cc1ccc(S(=O)(=O)NC(=O)Nc2nnc(C)s2)cc1	-10%	0.2%	1%	0%	-1.6	-1%	4%	3%	i
COc1ccc(C(=O)NC(=S)N2CCN(c3ccc([N+](=O)[O-])cc3)CC2)cc1	-7%	2.6%	-13%	-12%	-0.2	-27%	-19%	4%	?
CCN(CC)CCNc1oc(-c2ccccc2)nc1S(=O)(=O)c1ccccc1	-7%	0.3%	-6%	nt	0.5	-1%	0%	10%	?
COc1ccc(C(CNC(=O)CSc2ccccc2)N2CCOCC2)cc1 (stereo not drawn)	3%	-1.0%	nt	nt	-3.2	-2%	nt	-5%	i
c1ccc(CNc2nc(Oc3ccncc3)c3sccc3n2)cc1	-17%	21%	nt	6%	0.6	24%	nt	7%	i
CCCCC(=NCCc1c(C)[nH]c2ccc(OC)cc12)C1=C(O)CC(c2ccccc2)CC1=O (stereo not drawn)	5%	0.3%	?	1%	-0.7	?	?	3%	?

One compound at a time (already shown):
Record of `Cc1cc2nc(C3CCCCC3)c(Cc3ccccc3C(F)(F)F)n2c(C)c1Br` → HepG2 tox: nt; Nrf2 activator: 1.4%; A549 viability: nt; ATXN2 expr inh: 4%; IL2 activator: 0.7; TGFb inhibitor: nt; Nrf2 block: nt; EPAC2 ag: 14%; ATXN viability: ?
Record of `NS(=O)(=O)c1ccc(CCNC(=O)COC(=O)CCc2c[nH]c3ccccc23)cc1` → HepG2 tox: 0%; Nrf2 activator: -0.1%; A549 viability: 8%; ATXN2 expr inh: -11%; IL2 activator: -0.7; TGFb inhibitor: -12%; Nrf2 block: 8%; EPAC2 ag: 12%; ATXN viability: i
Record of `COc1ccc(CC(N)c2csc(Nc3nccc(C(F)(F)F)n3)n2)cc1` (stereo not drawn) → HepG2 tox: -78%; Nrf2 activator: 7.2%; A549 viability: nt; ATXN2 expr inh: ?; IL2 activator: -0.7; TGFb inhibitor: ?; Nrf2 block: nt; EPAC2 ag: -6%; ATXN viability: i

Given with values under each structure: entries from further up
The line under a structure holds: HepG2 tox | Nrf2 activator | A549 viability | ATXN2 expr inh | IL2 activator | TGFb inhibitor | Nrf2 block | EPAC2 ag | ATXN viability
- Cc1ccc(S(=O)(=O)NC(=O)Nc2nnc(C)s2)cc1
→ -10% | 0.2% | 1% | 0% | -1.6 | -1% | 4% | 3% | i
- COc1ccc(C(=O)NC(=S)N2CCN(c3ccc([N+](=O)[O-])cc3)CC2)cc1
→ -7% | 2.6% | -13% | -12% | -0.2 | -27% | -19% | 4% | ?

(continued)
SMILES	HepG2 tox	Nrf2 activator	A549 viability	ATXN2 expr inh	IL2 activator	TGFb inhibitor	Nrf2 block	EPAC2 ag	ATXN viability
COC(=O)C1(Cc2ccc3c(c2)CCC3)Cc2ccc3c(c2C1=O)CCC3 (stereo not drawn)	0%	0.5%	0%	-17%	-4.5	-8%	-28%	3%	?
CCN(CC)S(=O)(=O)c1ccc(C)c(NC(=S)NC2CCCCC2)c1	-17%	1.7%	-3%	5%	-2.3	-1%	?	4%	i
CC(C)NS(=O)(=O)c1ccc(OCC(=O)Nc2ccc3c(c2)OCO3)c(Cl)c1	1%	0.3%	-7%	-8%	3.0	?	nt	-8%	i
CCN1CCN(C(=O)C2CCN(S(=O)(=O)c3ccc(Br)cc3)CC2)CC1	-20%	-0.6%	7%	-4%	-0.2	1%	24%	9%	i
Cc1cc(C)n2c(SCC(=O)Nc3cc(C)on3)nnc2n1	-7%	-0.1%	-7%	2%	0.2	-11%	1%	8%	i
Cc1ccc2nc(NCc3ccc(F)cc3)c3nncn3c2c1	3%&5%	-0.2%&4.4%	1%&-10%	1%&4%	-2.8	0%&0%	-14%&5%	0%	i
O=C(NC(Cc1ccccc1)C(=O)N1CCN(c2ccccn2)CC1)c1ccco1 (stereo not drawn)	1%	-0.2%	-3%	nt	-1.0	20%	3%	7%	nt
Nc1nc(COc2ccc3ccccc3c2)cs1	-32%	3.1%	-14%	46%[activator]	-1.6	0%	-21%	18%	i
Cc1cnc(=O)[nH]c1SCC(=O)Nc1cc(C(F)(F)F)ccc1Cl	-5%	-1.3%	0%	-3%	nt	-11%	nt	nt	i
Cc1cccc(-n2cnc(C(=O)NNC(=S)Nc3ccccc3)c2)n1	-28%	2.1%	-2%	-23%	-1.4	-17%	?	1%	i
COc1ccc(CCNC(=S)NC(=O)c2ccccc2)cc1C	-29%	2.3%	6%	-17%	-0.5	-14%	?	8%	i
COc1cc(NC(=O)CSCc2ccc(Cl)cc2)c(C(=O)O)cc1OC	-1%	-1.1%	-12%	-35%	0.4	4%	-17%	-2%	i
COC(=O)CN1C(=S)N(C)C(=O)/C1=C/c1cccs1	2%	7.1%	1%	nt	-2.6	4%	9%	-4%	?
Cc1nn2cc(-c3ncc(C(F)(F)F)cc3Cl)cnc2c1Br	-3%	2.7%	5%	39%	-0.1	2%	?	7%	i
O=C(NCCc1ccccn1)c1cc(-c2ccc(Cl)cc2)nc2ccccc12	-12%	-0.1%[9.22 µM]	6%	6%	-0.2	?	9%	-2%	i
COc1ccc(C(C)=O)cc1COC(=O)CNC(=O)C1CCCCC1	-4%	-0.3%	-5%	1%	0.4	4%	1%	2%	i
O=C(Cc1n[nH]c(=O)[nH]c1=O)N/N=C/c1c(O)ccc2ccccc12	6%	-0.4%	-2%	-16%	-0.5	5%	8%	14%	i
Cc1cccc(C(=O)Nc2sc3c(c2C(=O)NC(C)C)CCCC3)c1	-9%	0.2%	11%	-7%	nt	-10%	1%	nt	?
COc1ccc(C2CC(=O)C3=C(C2)Nc2ccccc2NC3c2coc3ccccc3c2=O)cc1OC (stereo not drawn)	9%	3.7%	0%	2%	-2.1	-18%	-3%	1%	i
Cc1ccc(S(=O)(=O)NCCN2CCOCC2)c(C)c1	-12%	0.1%	-3%	4%	-0.1	1%	9%	2%	i
Cc1ccc(CNC(=O)C2CCN(c3nnc(N4CCCC4=O)s3)CC2)cc1	-4%	0.0%	2%	7%	4.1	0%	19%	-1%	nt
COc1cccc(NC(=O)CSc2nnc(Cc3ccc(OC)c(OC)c3)o2)c1	-4%	-0.2%	-2%	-5%	1.0	-20%	-35%	-3%	i
CCOc1ccccc1NC(=O)C1CCN(S(=O)(=O)c2ccc3[nH]c(=O)oc3c2)CC1	-19%	0.9%	-2%	11%	nt	-6%	-21%	nt	i
COc1cc(OC)c(NC(=O)CS(=O)(=O)Cc2nc(-c3ccc(C)cc3)oc2C)cc1Cl	6%	-0.1%	0%	0%	-1.2	-12%	-14%	7%	?
CCNC(=O)NC(=O)C(C)OC(=O)c1oc2ccccc2c1CSC1CCCCC1 (stereo not drawn)	10%	0.1%	0%	-13%	0.9	8%	9%	-10%	?
CCc1c(C)c2cc3c(c(C)c2oc1=O)OCN(CCc1ccc(OC)c(OC)c1)C3	-18%	12%	?	-20%	nt	25%	3%	nt	nt
CC(C)NC(=O)c1nc2c(nnn2Cc2cccc(Cl)c2)c(=O)[nH]1	-34%	0.1%	7%	232%[activator]	-0.3	-3%	-11%	5%	i
Cc1cccn2c(=O)c3cc(C(=O)NC4CCS(=O)(=O)C4)n(Cc4ccccc4)c3nc12 (stereo not drawn)	8%	-0.5%	10%	-20%	0.6	3%	-5%	4%	?
CCOc1ccc(S(=O)(=O)N2CN3CCN(C3)C2)cc1	10%	3.9%	-4%	15%	-0.9	-1%	3%	3%	i
O=C1N=c2ccccc2=C1c1sc(=S)n(CC2CCCO2)c1O (stereo not drawn)	-3%	6.3%	-4%	-8%	0.0	?	19%	-10%	i
COCCCNS(=O)(=O)c1cc(-c2onc(C)c2C)ccc1OC	-25%	4.0%	16%	nt	nt	-25%	17%	nt	nt
CCN(C(=O)COC(=O)c1c(C)nn(-c2ccccc2)c1C)C1CCS(=O)(=O)C1 (stereo not drawn)	-23%	3.5%	-4%	45%[activator]	0.4	10%	?	4%	i
COC(=O)c1ccccc1NC(=O)c1c(Br)cnn1C	-14%	0.9%	-9%	-5%	-0.4	11%	?	-5%	?
COCCn1c(SCC(=O)NC(C)c2ccccc2)nc2ccccc21 (stereo not drawn)	-1%	-0.4%	0%	-7%	-0.9	11%	-3%	-3%	i
Cc1ccc(Nc2cc(C)nc(-n3nc(C)cc3C)n2)cc1	-27%	-0.4%	0%	nt	nt	?	nt	nt	nt
